# High-throughput results from PubChem BioAssay.
# MEKK3 PB1 HTS – modulators of MEKK3-MEK5 PB1 binding, primary screen, biochemical, wildtype MEKK3, multiplex bead flow cytometry, Alexa488-MEK5; Mitogen-activated protein kinase kinase kinase 3 (Homo sapiens), Q99759; bead-based flow cytometry, Alexa488-MEK5 binding to MEKK3; actives lie on both sides; 0 = blocked by unlabeled MEK5, 100 = vehicle; binding response (% of control), % at 10 µM; 1.4% of 290,000 active;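 active means binding response more than 3 SD above or below the average of its plate-row segment, actives on both sides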;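 further: Alexa488 bead fluorescence after subtracting the streptavidin-only scavenger bead signal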
# GalR3 antagonist – GalR3 antagonists in HEK293 cells, primary screen, cell-based, fluorescence readout; Galanin receptor type 3 (Homo sapiens), O60755; HEK293 GalR3-CNG cAMP membrane potential fluorescence; galR3 body fused to GalR1 C-terminus; inhibition, % at 3 µM; 0.44% of 360,000 active; AID 651719, 2012;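 active means inhibition above the screen-wide average plus 3 SD, cut at about 13% in these data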;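 further: forskolin and galanin both at EC90 stimulate the cells; cAMP rise reported by CNG channel membrane potential dye signal; 0% = forskolin plus galanin with DMSO and 100% = forskolin alone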
# Target sequence (O60755 1-299 limits assumed): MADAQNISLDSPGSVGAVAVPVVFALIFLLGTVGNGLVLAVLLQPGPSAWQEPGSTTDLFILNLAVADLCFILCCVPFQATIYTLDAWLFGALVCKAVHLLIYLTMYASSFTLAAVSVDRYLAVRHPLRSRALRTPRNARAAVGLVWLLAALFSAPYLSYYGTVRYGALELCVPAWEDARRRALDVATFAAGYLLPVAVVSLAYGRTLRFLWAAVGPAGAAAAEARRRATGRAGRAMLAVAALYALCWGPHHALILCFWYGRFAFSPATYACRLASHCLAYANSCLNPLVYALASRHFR
# PHOSPHO1 inh – PubChem AID 1565; 1.1% of 290,000 active; inhibition, % at 13.3 µM; recombinant PHOSPHO1, absorbance phosphatase assay; Phosphoethanolamine/phosphocholine phosphatase (Homo sapiens), Q8TCT1; in the data active means inhibition above about 60%
# Target sequence (Q8TCT1 whole entry, looked up): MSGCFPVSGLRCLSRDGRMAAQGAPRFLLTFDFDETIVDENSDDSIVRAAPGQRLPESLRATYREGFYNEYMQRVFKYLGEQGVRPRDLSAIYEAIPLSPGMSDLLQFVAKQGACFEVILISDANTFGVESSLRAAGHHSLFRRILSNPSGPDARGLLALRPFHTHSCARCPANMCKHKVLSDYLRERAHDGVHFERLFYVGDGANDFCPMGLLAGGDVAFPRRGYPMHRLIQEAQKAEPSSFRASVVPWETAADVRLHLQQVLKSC
# IDE act – human IDE activators in live cells, primary screen, fluorescence polarization, HEK cells, FAbeta-B substrate; 0.073% of 340,000 active; AID 493087, 2011; activation, % at 5.96 µM; FAbeta-B cleavage; 0% vehicle, 100% cell-free pure enzyme wells; Insulin-degrading enzyme (Homo sapiens), P14735;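 active means activation above the mean of all tested compounds plus 3 SD, set per screening campaign, cut at about 17% in these data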
# pCIP destab – p/CIP-EGFP fusion destabilizers, primary screen, fluorescence, F442A cells | 0.01% of 290,000 active | AID 1984, 2009 | 16 h | Q05BA5 | decrease of EGFP signal, % at 10 µM;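 active means EGFP signal decrease of at least 30% at 10 µM or well 3 SD below plate mean, unless failing retest; inactive means the rest, including hits failing retest or dose response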; further: some compounds called inactive have numbers as strong as hits; many of its hits are not listed in these tables
# CRFBP-R2 agonist – agonists of CRF-BP/CRF-R2 complex, primary screen, cell-based, HEK293, calcium dye fluorescence, uHTS | CRF-binding protein / CRF receptor 2 complex (human) | calcium dye fluorescence (FLIPR); percent of saturating CRF peptide response | activation, % at 13.2 µM | 0.46% of 350,000 active;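 active means activation of at least 50%, plus an integration ratio under a set limit after plate pattern correction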;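 further: plate controls were neutral control wells without compound for no effect and CRF at EC100 for full effect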
# IDE cell inh – human IDE inhibitors in live cells, primary screen, fluorescence polarization, HEK cells, FAbetaB substrate; Insulin-degrading enzyme (Homo sapiens), P14735; FAbetaB cleavage; inhibition, % at 5.59 µM; 0.41% of 320,000 active; AID 434962, 2010;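 active means percent inhibition above the average of all tested compounds plus 3 SD, set per screening campaign, cut at about 16% in these data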;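 further: IDE supplied by intact live HEK cells; FP after avidin binding of uncleaved biotin substrate so inhibition keeps polarization high; 0% = DMSO wells and 100% = 60 µM reference IDE inhibitor Ii1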
# CHRM4 PAM – human M4 muscarinic receptor positive allosteric modulators, primary screen, CHO-K1 cells, Fluo-8 calcium fluorescence. Muscarinic acetylcholine receptor M4 (Homo sapiens), P08173. CHO-K1 hM4/Gqi5, ACh EC20; 0% = ACh EC20, 100% = maximal ACh. activation, % at 3 µM. AID 624126, 2012. 0.4% of 360,000 active;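 active means activation above its plate's cutoff, the mean activation of sample wells plus 3 SD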; further: some results filed as inactive read as strong as hits
# Target sequence (P08173 whole entry, looked up): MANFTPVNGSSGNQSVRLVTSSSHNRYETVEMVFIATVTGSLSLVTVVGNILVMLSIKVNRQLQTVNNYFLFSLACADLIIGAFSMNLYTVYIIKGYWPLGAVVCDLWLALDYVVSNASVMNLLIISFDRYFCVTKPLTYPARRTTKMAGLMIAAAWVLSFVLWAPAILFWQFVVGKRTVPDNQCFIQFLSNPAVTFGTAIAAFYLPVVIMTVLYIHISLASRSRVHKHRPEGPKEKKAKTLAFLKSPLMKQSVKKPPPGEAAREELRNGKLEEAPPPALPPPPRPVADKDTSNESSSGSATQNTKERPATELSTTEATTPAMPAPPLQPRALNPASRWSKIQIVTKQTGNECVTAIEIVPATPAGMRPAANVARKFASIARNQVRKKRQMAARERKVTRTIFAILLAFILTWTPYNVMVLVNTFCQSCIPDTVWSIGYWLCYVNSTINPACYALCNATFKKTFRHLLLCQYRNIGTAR
# CRFBP-R2 block – antagonists of CRF-BP/CRF-R2 complex, primary screen, cell-based, HEK293, calcium dye fluorescence, uHTS; CRF-induced calcium fluorescence; inhibition, % at 11.8 µM; 0.59% of 350,000 active;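 active means inhibition of the ligand-induced calcium signal above about 50% at the single tested concentration, limit read from the data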
# * = called active by the depositor; nt = not tested or not shown; & = joins results of further samples.
item	mol	PHOSPHO1 inh	IDE cell inh	CRFBP-R2 block	CRFBP-R2 agonist	CHRM4 PAM	IDE act	MEKK3 PB1 HTS	GalR3 antagonist	pCIP destab
1	O=C(NP(=O)(N1CC1)N1CC1)c1cc(I)ccc1I	nt	nt	45	-1.5	3	3	nt	-2	nt
2	COC(=O)N(c1ccccc1)P1(=S)OCCO1	34	3	-7	1.5	-1	-1	106	-1	-4
3	O=c1cccc2n1C[C@H]1C[C@@H]2CN2CCCC[C@@H]12	15	-2	3	2.5	4	9	93	-3	2
4	CN1C(=O)/C(=C/c2cccn2-c2ccc3ccccc3c2)C(=O)NC1=S	-3	3	-1	5.4	16	-11	95	-2	-24
5	O=P(O)(O)C12CC3CC(CC(C3)C1)C2	16	-8	-5	0.5	7	3	100	1	0
6	Nc1c(C(=O)NCCCc2ccccc2)c2nc3ccccc3nc2n1Cc1cccs1	37	5	-25	1.9	-7	5	103	-2	-2
7	COc1ccc(C2=NCC(=S)Nc3ccc(Cl)cc32)cc1OC	nt	6	-22	0.3	-3	3	nt	-3	nt
8	CC(=O)N1N=C(c2c(O)n(C)c(=O)n(C)c2=O)CC1c1ccccc1 (stereo not given)	-4	1	2	1.5	-1	4	99	-4	10
9	O=C(CN1C2CCC1CC(O)(c1cccnc1)C2)Nc1ccc2c(c1)OCO2 (stereo not given)	-8	-2	5	-0.2	0	4	102	-6	1
10	COC(=O)c1ccc(N=C(c2ccccc2)c2c(O)n(C)c(=O)n(C)c2=O)cc1	12	4	-8	-0.4	-35	-7	101	-3	-11
11	C[C@]12CCC3C(CC[C@@H]4C[C@H](O)CC[C@]34C)C1CCC2=O (stereo not given in full)	nt	2	6	-1.1	9	-1	nt	-3	nt
12	Cc1ccc(-n2cc(CNC(C)Cc3cnccn3)c(-c3cccc(C)c3)n2)cc1 (stereo not given)	23	7	-14	0.5	-8	2	103	-2	1
13	COC(=O)c1ccc(COc2cc(C)cc3oc(=O)c4c(c23)CCCC4)o1	4	-2	-18	2.3	6	-1	103	-2	-6
14	O=C(c1cc(-c2ccccc2)on1)N1CCC2(CC1)OCCO2	42	3	nt	nt	nt	nt	102	nt	-10
15	O=c1[nH]c(=S)[nH]c(O)c1N=Nc1ccc2c(c1)OCO2	-31	8	10	-1.5	-7	-9	91	-5	-13
16	CN1C(=O)NC(=O)/C(=C/c2ccc(C(=O)O)cc2)C1=O	18	-3	16	-0.4	2	6	103	-2	-4
17	Cc1cc(CN(C)C)c(OC(=O)N(C)C)cc1C	8	3	-7	-1.4	10	3	97	3	7
18	O=C(c1cc(F)ccc1F)C1CCCN(CCCc2ccccc2)C1 (stereo not given)	23	1	-23	-0.5	-17	-2	97	-5	-8
19	CCN(CC)c1ccc(/C=N/c2sc3c(c2C#N)C2CCN3CC2)c(O)c1	-4	20*	-160	171*	-6	-76	109	nt	-2
20	COc1cc(/C=C(/C)[N+](=O)[O-])ccc1OCc1ccccc1Cl	-2	7	-106	6.7	-11	-6	89	nt	-10
21	O=c1[nH]oc2c1CCNC2	nt	-1	21	-0.7	-5	6	nt	-1	nt
22	CCN1CCN(Cc2cc(Br)cc(OC)c2O)CC1	10	10	-7	12	-26	0	105	-7	3
23	Cc1ccc(OP(=O)(NC(C)c2ccccc2)Oc2ccc(C)cc2)cc1 (stereo not given)	21	0	-50	10	-10	2	107	-10	6
24	CCC1(C(=O)c2ccccc2)C2c3ccccc3OC(=O)C21C(C)=O (stereo not given)	15	-1	18	-4.7	-4	nt	90	-4	-11
25	COc1ccc(C(O)CNC(C)C)c(F)c1OC (stereo not given)	nt	2	-10	1.0	-3	2	97	-8	nt
26	Cc1ccccc1-n1c(-c2ccc([N+](=O)[O-])cc2)nc2ccccc2c1=O	-20	3	18	-2.4	-17	-2	103	-2	-1
27	CCC(=NCCC1=CCCCC1)c1c(O)[nH]c(=O)[nH]c1=O	9	4	-6	0.3	0	3	97	8	-1
28	c1ccc(CC2CCCCN2)cc1 (stereo not given)	19	2	-2	0.0	-4	3	99	-9	-1
29	CNC(=O)CSP(=S)(OC)OC	nt	nt	-3	3.1	9	2	nt	-3	nt
30	Cc1nc(CCl)cc(=O)[nH]1	1	5	-7	5.2	6	-6	104	2	-6
31	CC(C)(C)c1ccc(S(=O)(=O)N2CC3CC(C2)c2cccc(=O)n2C3)cc1 (stereo not given)	8	-2	3	-2.8	-7	-3	104	-2	1
32	CCOC(=O)C1CCN(/C=C2/C(=O)NC(=O)N(c3cccc(C)c3C)C2=O)CC1	32	-2	8	-1.4	0	0	85	-5	8
33	COC(=O)C1=C(c2ccc(S(C)(=O)=O)cc2)C[C@@H]2CC[C@H]1N2C(=O)N1CCCCC1	nt	3	3	-0.6	2	6	103	-3	nt
34	CCOC(=O)c1c(C)c(C(=O)N2CCC3(CC2)OCCO3)c(C)n1CC	-14	-5	6	8.2	8	4	101	-6	-1
35	CCOC(=O)c1c(NC(=O)c2c(N)n(CCCOC)c3nc4ccccc4nc23)sc2c1CCCC2	-5	1	-37	1.2	-1	5	100	-4	-41
36	OC1/C(=C/c2ccc(C(F)(F)F)cc2)N2CCC1CC2 (stereo not given)	42	-5	-3	1.8	-4	13	105	-6	5
37	Cc1ccc(C(=O)c2cc(Br)ccc2N)cc1	0	10	8	-1.2	-2	1	103	-3	9
38	CCOC(=O)C(O)(c1ccc(N=c2ccccn2C)cc1)C(F)(F)F (stereo not given)	20	8	1	0.2	2	1	100	-4	-7
39	COc1ccc(-c2nc3ccccc3c(=O)o2)cc1	28	1	30	0.2	10	-1	94	-6	-7
40	O=c1[nH]c(=S)n(C2CC2)c(O)c1C=NCc1cccnc1	36	0	5	-0.5	nt	nt	103	nt	7

# Whole records, quoted from the list. Order of screens: PHOSPHO1 inh | IDE cell inh | CRFBP-R2 block | CRFBP-R2 agonist | CHRM4 PAM | IDE act | MEKK3 PB1 HTS | GalR3 antagonist | pCIP destab
# Profile of COC(=O)C1=C(c2ccc(S(C)(=O)=O)cc2)C[C@@H]2CC[C@H]1N2C(=O)N1CCCCC1 → nt | 3 | 3 | -0.6 | 2 | 6 | 103 | -3 | nt
# Profile of CCOC(=O)c1c(C)c(C(=O)N2CCC3(CC2)OCCO3)c(C)n1CC → -14 | -5 | 6 | 8.2 | 8 | 4 | 101 | -6 | -1
# Profile of COc1ccc(-c2nc3ccccc3c(=O)o2)cc1 → 28 | 1 | 30 | 0.2 | 10 | -1 | 94 | -6 | -7
# Profile of CC(C)(C)c1ccc(S(=O)(=O)N2CC3CC(C2)c2cccc(=O)n2C3)cc1 (stereo not given) → 8 | -2 | 3 | -2.8 | -7 | -3 | 104 | -2 | 1
# Profile of OC1/C(=C/c2ccc(C(F)(F)F)cc2)N2CCC1CC2 (stereo not given) → 42 | -5 | -3 | 1.8 | -4 | 13 | 105 | -6 | 5

# 2 entries picked at random from those above:
item	mol	PHOSPHO1 inh	IDE cell inh	CRFBP-R2 block	CRFBP-R2 agonist	CHRM4 PAM	IDE act	MEKK3 PB1 HTS	GalR3 antagonist	pCIP destab
33	COC(=O)C1=C(c2ccc(S(C)(=O)=O)cc2)C[C@@H]2CC[C@H]1N2C(=O)N1CCCCC1	nt	3	3	-0.6	2	6	103	-3	nt
40	O=c1[nH]c(=S)n(C2CC2)c(O)c1C=NCc1cccnc1	36	0	5	-0.5	nt	nt	103	nt	7

# Next part.
item	mol	PHOSPHO1 inh	IDE cell inh	CRFBP-R2 block	CRFBP-R2 agonist	CHRM4 PAM	IDE act	MEKK3 PB1 HTS	GalR3 antagonist	pCIP destab
41	Nc1ccc2ccc3cccc[n+]3c2c1	20	-28	-92	163*	-9	46*	98	-8	-85
42	Cn1c(O)c(/C=C2\C=Nc3ccc(Br)cc32)c(=O)n(C)c1=O	33	5	-26	28	0	3	106	-15	11
43	CCC(COC(=O)c1cc(OC)c(OC)c(OC)c1)(c1ccccc1)N(C)C (stereo not given)	-9	10&-6&-1	21&26&37	1.8&-0.1&-0.4	2&0	0&2	105&107	nt	-6
44	O=C(Nc1ccc(Cl)cc1C(=O)c1ccccc1)c1ccccc1	7	6	14	2.2	-7	1	nt	1	14
45	Cc1nc2cc(C(=O)N3CCC4(CC3)OCCO4)ccc2n1-c1cccc(F)c1	-16	-2	7	-1.0	7	2	95	-1	-10
46	Cc1ccc(-c2nc3ccccc3c(=O)n2-c2ccncc2)cc1	-1	-6	-19	2.7	-1	-9	102	-2	-1
47	CCN(C(=O)Oc1ccccc1)c1ccc(C(O)(C(=O)OC)C(F)(F)F)cc1 (stereo not given)	-6	13	15	-2.5	-7	-7	95	8	-2
48	c1ccc(Nc2ccc(Nc3ccccc3)cc2)cc1	nt	0	-6	4.7	5	4	nt	0	nt
49	c1ccc2[nH]c(CCN3CCCCC3)nc2c1	nt	nt	3	0.8	-1	nt	nt	-8	nt
50	O=C1NC(=O)C(CCOc2ccccc2)(CCc2ccccc2)C(=O)N1	nt	nt	-12	1.9	5	2	nt	0	nt
51	COc1ccc(N2C(=O)/C(=C/C=C/c3ccccc3[N+](=O)[O-])C(=O)NC2=S)cc1	35	nt	-10	-0.4	nt	nt	93	1	11
52	Cc1ccc(OCC(=O)N2CCN(Cc3ccc4c(c3)OCO4)CC2)cc1	-6	-2	-9	-4.4	-7	7	95	-8	-31
53	CN(C)c1ccc(C=C(C#N)C#N)cc1	-3	-1	-9	0.7	10	6	98	-1	-11
54	O=[N+]([O-])c1ccc(OP(=O)(O)Oc2ccc([N+](=O)[O-])cc2)cc1	nt	nt	-2	-0.6	0	2	nt	-5	nt
55	Cc1ccc(NC(=O)c2snnc2C)cc1Cl	-5	0	19	-0.1	3	5	91	-4	10
56	COc1cc2c(c(OC)c1OC)-c1ccc(O)c(=O)cc1C(NC(C)=O)CC2 (stereo not given)	25	0	5	0.7	2	5	102	2	-8
57	O=C(NC(=S)N1C[C@H]2C[C@H](C1)c1cccc(=O)n1C2)c1ccc(F)cc1	3	1	-1	-0.7	0	6	100	-1	6
58	CN1CCN(Cc2ccccc2C(F)(F)F)CC1	-11	5	9	-0.8	-5	2	98	4	-10
59	COCCNC(=O)CN1C(=O)CN=C(c2ccccc2)c2ccccc21	37	5	6	0.1	2	2	103	-4	-13
60	COC(=O)C1=C(c2ccc(OC(F)(F)F)cc2)C[C@@H]2CC[C@H]1N2C(=O)NCCOc1ccccc1	nt	-7	0	-0.2	9	7	nt	-6	nt

# Not all compounds are listed; count on the stated rates, not on these rows.
